MKP-1 inh: blocks human MKP-1 phosphatase activity. 65,000 tested, 0.15% active. inhibition, %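 (compounds tested at a single concentration somewhere between 10 and 100 µM)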. AID 374. recombinant MKP-1, OMFP hydrolysis fluorescence. P28562;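 active = inhibition above about 50%, limit read from the data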;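 also: 0% = DMSO max control wells and 100% = wells with enzyme stopped by NaOH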
Hsp90 inh: displaces geldanamycin probe from tumor Hsp90; P07900; NCI-N417 lysate Hsp90, Cy3B-geldanamycin FP displacement; inhibition, % at 30 µM; 64,000 tested, 0.35% active;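 active = inhibition above 50%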;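 also: 0% = tracer plus lysate wells and 100% = tracer alone without lysate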
ROCK2 inh: inhibitors of human Rho kinase 2; O75116; purified ROCK2, Kinase-Glo ATP depletion luminescence; inhibition, % at 6 µM; 60,000 tested, 0.35% active; AID 604;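 active = inhibition above the screen-wide mean inhibition plus 3 SD, cut at about 18% in these data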;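 also: plate controls were DMSO wells for no effect and Y-27632 control wells after no-enzyme background subtraction for full effect; many of its hits are not listed in these tables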
PKA inh: inhibitors of human protein kinase A; inhibition, % at 6 µM; P17612; PKA Kemptide phosphorylation, Kinase-Glo ATP luminescence; 65,000 tested, 0.1% active;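 active = inhibition above the screen-wide mean inhibition plus 3 SD, cut at about 21% in these data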; also: many of its hits are not listed in these tables
Cdc25B block: human M-phase inducer phosphatase 2 inhibition; recombinant Cdc25B, OMFP fluorescence Ex485/Em525; P30305; 65,000 tested, 0.1% active; inhibition, %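 (compounds tested at 10 µM final in the well)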; AID 368; in the data active = inhibition above about 50%
Target sequence (P30305 whole entry, looked up): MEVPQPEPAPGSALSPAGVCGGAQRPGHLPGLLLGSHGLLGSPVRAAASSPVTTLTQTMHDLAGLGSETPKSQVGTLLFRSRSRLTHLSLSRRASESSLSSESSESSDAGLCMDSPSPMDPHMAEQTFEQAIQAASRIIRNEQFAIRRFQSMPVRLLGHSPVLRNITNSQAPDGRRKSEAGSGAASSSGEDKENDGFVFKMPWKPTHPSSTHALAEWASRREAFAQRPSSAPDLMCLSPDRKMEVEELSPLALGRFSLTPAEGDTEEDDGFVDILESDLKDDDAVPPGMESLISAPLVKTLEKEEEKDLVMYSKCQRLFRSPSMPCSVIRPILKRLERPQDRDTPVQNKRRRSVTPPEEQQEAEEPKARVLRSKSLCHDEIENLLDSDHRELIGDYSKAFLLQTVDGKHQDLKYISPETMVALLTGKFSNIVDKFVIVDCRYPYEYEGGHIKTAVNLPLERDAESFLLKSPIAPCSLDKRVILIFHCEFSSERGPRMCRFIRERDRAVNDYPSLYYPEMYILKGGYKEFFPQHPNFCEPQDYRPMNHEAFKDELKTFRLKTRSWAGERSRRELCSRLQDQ
JNK3 inh: inhibitors of human JNK3 kinase | 60,000 tested, 0.61% active | purified JNK3 kinase activity, HTS | inhibition, % at 8 µM | AID 746 | P53779; in the data active = inhibition above about 17%;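 also: 0% = DMSO and 100% = reference inhibitor; many of its hits are not listed in these tables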
Target sequence (P53779 whole entry, looked up): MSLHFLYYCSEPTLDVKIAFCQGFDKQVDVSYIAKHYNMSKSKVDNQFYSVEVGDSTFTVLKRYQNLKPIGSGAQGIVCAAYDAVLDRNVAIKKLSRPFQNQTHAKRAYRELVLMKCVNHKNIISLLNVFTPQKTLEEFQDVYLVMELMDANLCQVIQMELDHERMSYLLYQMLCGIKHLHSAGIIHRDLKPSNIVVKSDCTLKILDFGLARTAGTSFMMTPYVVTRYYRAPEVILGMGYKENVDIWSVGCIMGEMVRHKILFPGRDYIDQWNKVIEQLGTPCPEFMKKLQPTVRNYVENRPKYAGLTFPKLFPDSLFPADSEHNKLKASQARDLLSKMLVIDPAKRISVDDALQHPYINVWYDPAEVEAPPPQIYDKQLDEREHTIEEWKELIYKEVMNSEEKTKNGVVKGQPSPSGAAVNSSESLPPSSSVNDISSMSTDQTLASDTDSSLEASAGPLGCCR
A340 absorber: compound absorbs light at 340 nm | compound absorbance at 340 nm, fold over control | fold change at 10 µM | 65,000 tested, under 10 active | AID 708;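 active = at 10 µM dose, initial 340 nm absorbance at least 2 fold that of control wells; inactive = change under 2 fold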;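 also: initial absorbance extrapolated from kinetic A340 decline of NADH oxidation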
Fluor 339 460: intrinsic fluorescence of library compounds, ex339/em460 – biochemical, MLSMR library, data from DPM-DC assay, artefact control, profiling panel. compound autofluorescence, ex339/em460 nm, NADH buffer; hits give high values; 1 = no-compound wells, NADH background. fluorescence fold increase at 10 µM. 65,000 tested, 5.5% active. AID 709;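 active = at 10 µM, mean starting fluorescence two-fold or more over control wells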;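 also: signal is the first read of a kinetic run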
HER2 expr 66K: inhibitors of human Her2 kinase expression; AID 645; HER2 level % of control, % at 10 µM; 65,000 tested, 0.69% active; P04626; SKBR-3 HER2 protein level, AlphaScreen, 18-24 h; hits give low values;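 active = HER2 level under 5% of the carrier-only control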;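 also: 100% = DMSO carrier and 0% = 500 nM PU-H71 HSP90 inhibitor; lower value means stronger loss of Her2 protein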
* hit, by the source's call; · = not tested or not shown. This is a subset (hit frequency here may not be typical).

The line under a structure holds: MKP-1 inh	Hsp90 inh	ROCK2 inh	PKA inh	Cdc25B block	JNK3 inh	A340 absorber	Fluor 339 460	HER2 expr 66K
1) CCOC(=O)N1CCC(NS(=O)(=O)c2ccc3c(c2)OCC(=O)N3)CC1
    30.1	0.2	-0.3	-1.1	-10.9	4.6	1.01	1.11	96.2
2) O=C1C(Cl)=C(N2CCN(Cc3ccccc3)CC2)C(=O)N1c1ccccc1
    -15.0	-2.2	-1.4	4.0	-11.0	-20.4	1.05	1.16	102.2
3) Cc1nc(CSc2nnc3scc(-c4ccccc4)n23)cs1
    3.9	1.2	4.0	5.5	8.1	2.5	0.97	1.1	76.0
4) Cc1ccc(C(=O)OCC(=O)c2ccc(Cl)s2)s1
    -4.5	-7.5	3.1	7.8	-10.5	-1.2	0.97	1.01	123.2
5) Cc1ccc(-c2ccc(OCC(=O)N3CCOCC3)cc2)cc1
    4.5	-2.9	-6.0	-5.7	-7.9	-1.9	1.06	1.18	70.1
6) O=C(NCc1ccccc1)N1CCC(c2nc3ccccc3[nH]2)CC1
    -7.0	-0.9	3.2	10.3	-7.8	-5.6	1.03	1.08	83.6
7) Cc1nn(CCO)c2c1C(=O)CCC2
    -27.0	-7.8	3.2	5.7	6.5	5.0	1	1.1	65.2
8) O=C(c1ccc2c(c1)OCCO2)C1CCN(C(=O)c2ccc(F)cc2)CC1
    -3.4	-2.2	-1.6	-0.3	13.0	-1.1	0.98	1.06	73.6
9) Cc1ccc(-c2noc(CN3CCN(c4ccccc4F)CC3)n2)cc1
    -15.0	-0.3	1.8	6.9	-11.9	-2.2	0.98	1.04	88.5
10) Cc1cc(NC(=O)Nc2ccc(F)c(Cl)c2)no1
    0.9	-3.6	0.9	-3.2	-0.8	5.8	1.01	1.1	94.5
11) COc1ccccc1-n1nnnc1SCc1ccccc1
    -1.9	-3.1	-2.3	5.8	-8.0	-8.9	1.01	1.06	53.7
12) Cc1ccc(N2Cc3ccccc3OC(C)C2=O)cc1 (stereo not drawn)
    5.2	1.6	-3.4	3.2	-2.9	-8.1	1.06	1.06	76.3
13) O=C(CC1Nc2ccccc2NC1=O)NC1CCCCC1 (stereo not drawn)
    -18.4	0.4	0.2	4.8	-0.1	0.5	1.04	2.05*	99.3
14) Cc1nc(NCCCn2ccnc2)c2oc3ccccc3c2n1
    6.3	2.9	-2.2	-0.9	7.9	-0.7	1	1.12	90.1
15) Cc1c(CCC(=O)O)c(=O)oc2cc(O)ccc12
    -1.3	-0.7	5.5	1.7	-7.8	-1.7	1.14	2.12*	98.0
16) COc1ccc(C2C3=C(CC(C)(C)CC3=O)N(CCN3CCOCC3)C3=C2C(=O)CC(C)(C)C3)cc1
    23.7	-0.1	3.2	0.2	0.1	-1.4	1.02	3.36*	131.9
17) Cn1c(=O)c2c(nc(NC3CCCCC3)n2CC(=O)C23CC4CC(CC(C4)C2)C3)n(C)c1=O
    21.1	-3.6	2.6	8.5	2.4	-2.3	1	1.06	113.8
18) COc1ccc(C2CC(c3cccc(OC)c3)n3nc(N)nc3N2)cc1 (stereo not drawn)
    6.2	-1.8	5.4	1.0	0.4	6.9	1.03	1.16	95.8
19) CN(c1cccc(NC(=O)c2ccccc2N(C)S(C)(=O)=O)c1)S(C)(=O)=O
    -5.1	-12.6	4.8	10.5	-11.8	0.5	1.04	1.09	·
20) O=C(Nc1ccc(F)cc1F)c1ccco1
    4.0	-6.3	1.0	4.0	-3.4	-1.0	1.08	1.1	82.7
21) CC(=O)Nc1ccc(Nc2ncnc3c2cnn3-c2ccccc2)cc1
    -6.5	-0.1	-4.5	-0.9	-0.3	7.6	1.05	1.48	95.2
22) COC(=O)c1cccc(Oc2nc3c(c(=O)n(C)c(=O)n3C)n2Cc2ccc(C)cc2)c1
    5.6	-2.5	6.2	14.0	0.3	1.8	1.01	1.05	102.8
23) CC(=O)c1ccc2c(c1)Nc1ccccc1S2
    24.3	-4.6	3.1	-3.1	1.7	-16.3	0.99	1.01	99.6
24) CN1CCN(c2ccc(NC(=O)Cc3ccccc3)cc2)CC1
    17.0	-9.9	1.6	0.3	8.5	-7.5	0.99	1.1	56.8
25) Cc1ccc(NC2=NCC(=O)N2Cc2ccc3c(c2)OCO3)c(C)c1
    11.5	0.6	6.6	10.5	1.1	7.2	1.01	1.05	80.2
26) Cc1cccc(NC(=O)c2cnc3sccn3c2=O)n1
    -4.4	-1.4	4.2	4.8	-4.6	-4.8	1.12	0.97	78.9
27) O=C1c2ccccc2C(=O)N1CNc1ccccc1
    7.8	-3.6	-0.2	-2.1	-5.5	0.1	0.99	1.05	70.9
28) CCOC(=O)Cn1c(=O)oc2cc(S(=O)(=O)N3CCC(N4CCCCC4)CC3)ccc21
    -16.9	-1.8	8.2	7.1	-14.2	-2.1	1.03	1	107.3
29) CNc1nn(-c2cccc(Cl)c2)nc1N
    5.0	-4.6	8.0	8.8	-6.5	-9.5	1.09	1.17	92.0
30) CC(=O)N(C(C)=O)c1cccc2c(N(C(C)=O)C(C)=O)cccc12
    -3.2	-0.6	4.1	3.5	0.6	-6.0	1	1.02	83.6

Reformatted with tabs: part of the list above
entry	structure	MKP-1 inh	Hsp90 inh	ROCK2 inh	PKA inh	Cdc25B block	JNK3 inh	A340 absorber	Fluor 339 460	HER2 expr 66K
19	CN(c1cccc(NC(=O)c2ccccc2N(C)S(C)(=O)=O)c1)S(C)(=O)=O	-5.1	-12.6	4.8	10.5	-11.8	0.5	1.04	1.09	·
20	O=C(Nc1ccc(F)cc1F)c1ccco1	4.0	-6.3	1.0	4.0	-3.4	-1.0	1.08	1.1	82.7
21	CC(=O)Nc1ccc(Nc2ncnc3c2cnn3-c2ccccc2)cc1	-6.5	-0.1	-4.5	-0.9	-0.3	7.6	1.05	1.48	95.2
22	COC(=O)c1cccc(Oc2nc3c(c(=O)n(C)c(=O)n3C)n2Cc2ccc(C)cc2)c1	5.6	-2.5	6.2	14.0	0.3	1.8	1.01	1.05	102.8
23	CC(=O)c1ccc2c(c1)Nc1ccccc1S2	24.3	-4.6	3.1	-3.1	1.7	-16.3	0.99	1.01	99.6
24	CN1CCN(c2ccc(NC(=O)Cc3ccccc3)cc2)CC1	17.0	-9.9	1.6	0.3	8.5	-7.5	0.99	1.1	56.8
25	Cc1ccc(NC2=NCC(=O)N2Cc2ccc3c(c2)OCO3)c(C)c1	11.5	0.6	6.6	10.5	1.1	7.2	1.01	1.05	80.2
26	Cc1cccc(NC(=O)c2cnc3sccn3c2=O)n1	-4.4	-1.4	4.2	4.8	-4.6	-4.8	1.12	0.97	78.9
27	O=C1c2ccccc2C(=O)N1CNc1ccccc1	7.8	-3.6	-0.2	-2.1	-5.5	0.1	0.99	1.05	70.9
28	CCOC(=O)Cn1c(=O)oc2cc(S(=O)(=O)N3CCC(N4CCCCC4)CC3)ccc21	-16.9	-1.8	8.2	7.1	-14.2	-2.1	1.03	1	107.3

The list goes on:
The line under a structure holds: MKP-1 inh	Hsp90 inh	ROCK2 inh	PKA inh	Cdc25B block	JNK3 inh	A340 absorber	Fluor 339 460	HER2 expr 66K
31) COc1cc(NC2c3ncccc3C(=O)N2Cc2ccco2)cc(OC)c1 (stereo not drawn)
    11.4	-5.7	6.2	13.7	-11.4	1.3	1.06	1.09	113.6
32) CC(C)COC(=O)c1nnsc1NC(=O)Nc1ccccc1
    -0.4	-5.9	3.0	11.8	6.7	0.5	1.06	1.13	73.6
33) COc1cc(CN(C)CC(=O)c2[nH]c(C)c(C(C)=O)c2C)ccc1OC(F)F
    -4.2	-0.8	-0.8	3.4	-14.3	11.1	0.99	0.99	154.0
34) CCCCCc1c(C)nc(N2CCc3ccccc32)[nH]c1=O
    4.5	0.2	5.7	7.1	10.5	3.6	1.04	1.24	89.7
35) CCOC(=O)c1c(C)[nH]c(C(=O)Cn2nnc(-c3ccc(Cl)cc3)n2)c1C
    2.4	-5.6	-1.3	-0.8	-0.7	-3.6	1.04	1.03	53.6
36) CC(C)(C)c1ccc(S(=O)(=O)NCCc2ccncc2)cc1
    -15.8	-1.2	5.0	8.3	-11.2	-8.3	1.02	1.12	109.7
37) Cc1ccc(N2CC(C(N)=O)CC2=O)cc1C (stereo not drawn)
    9.3	1.4	9.7	7.4	-6.5	0.2	1.02	1.04	117.9
38) O=C(NCCCn1ccnc1)NC(C(F)(F)F)C(F)(F)F
    11.3	-0.9	1.0	10.5	-10.8	-0.6	1.05	1.16	83.2
39) CCSc1nc2c(c(=O)n1CC)SC(C)C2 (stereo not drawn)
    5.8	1.6	5.2	0.6	-2.0	4.5	1.02	0.99	109.1
40) NC(=O)NC(Cc1ccccc1)C(=O)NCC1(N2CCCCC2)CCCCC1 (stereo not drawn)
    1.4	-3.2	6.9	10.4	-20.0	-6.3	0.98	1.08	73.8
41) O=C(Nc1ccc2c(c1)OCO2)C1CCN(S(=O)(=O)c2cccc3cccnc23)CC1
    10.5	20.4	2.0	1.1	-7.3	-2.8	0.99	1.11	79.2
42) S=c1[nH]c2ccc(Cl)cc2[nH]1
    -3.4	-1.0	7.6	2.0	-12.0	0.7	0.98	1.04	99.1
43) COc1ccc(C(=O)CSc2nnc(Cn3cnc4ccccc43)o2)cc1
    20.6	0.9	-8.7	-9.0	7.3	-1.8	1.05	1.13	93.9
44) COc1cccc(C(=O)N2CCCC(c3nc(-c4cccs4)no3)C2)c1 (stereo not drawn)
    -10.4	-1.7	0.4	1.4	-1.7	1.9	0.98	0.99	89.8
45) Clc1ccc(-n2ncc3c(N4CCCCCC4)ncnc32)cc1
    3.9	-1.2	-2.4	3.0	-5.4	-1.3	1.08	1.12	95.7
46) COc1ccc(CNC(=O)c2cccc(N3CCCC3=O)c2)cc1
    0.8	-1.1	6.5	5.1	13.1	3.9	1.02	1.1	70.6
47) CCn1c(=S)sc2c(=O)n(-c3ccccc3)c(SC)nc21
    -6.1	-1.2	·	6.2	-8.3	·	1.11	1.05	89.8
48) COc1cccc(N2CCN(C3CC(=O)N(c4ccc(F)c(Cl)c4)C3=O)CC2)c1 (stereo not drawn)
    25.7	-1.9	6.3	8.1	-0.6	-5.6	1.02	1.09	85.5
49) CC(C)Sc1nc(N2CCOCC2)c2c(c1C#N)CC(C)(C)SC2
    2.2	-11.3	-2.7	5.5	2.1	4.7	1.05	1.2	91.6
50) O=C(COC(=O)CCOc1ccccc1)NCc1ccco1
    9.2	-3.9	5.0	1.6	-5.4	0.1	0.98	1.05	91.8
51) O=C(CS(=O)CC(=O)N(CC(=O)NC1CCCC1)C1CCCC1)Nc1ccc(F)cc1 (stereo not drawn)
    -21.1	0.7	6.1	1.3	12.0	3.5	0.98	1.07	95.2
52) N=c1ccn(Cc2cccc(Cl)c2)cc1
    -7.2	-3.0	1.6	5.6	9.1	-9.8	1.04	1.08	68.3
53) Cc1ccccc1N1CCN(C(=O)CN2C(=O)c3ccccc3C2=O)CC1
    -9.0	0.6	5.6	5.4	1.0	-2.3	1.05	1.07	90.6
54) Cc1noc(C)c1CSc1nnc(-c2cc(Cl)ccc2Cl)n1N
    8.6	·	·	3.5	0.0	·	1.01	1.09	75.3
55) CCn1c(SCc2ccc(C)cc2)nnc1-c1cnccn1
    -2.7	-9.4	0.8	5.5	0.1	11.9	1.01	1.17	92.0

Screening data: PubChem BioAssay, several laboratories
